# Pf growth 96h – inhibits malaria parasite growth, 96 h; P. falciparum luciferase reporter growth, 96 h; Potency, µM (doses to about 28.7 µM), without a hit: at the highest dose activity change, negative = inhibition, actives largely listed as inhibitors; 6.9% of 320,000 active; AID 504834
#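 Parasite growth measured via integrated firefly luciferase reporter in P. falciparum. Infected erythrocytes at 2% hematocrit, 0.05% parasitemia final were treated 96 hours at 37 C under 5% CO2, and luminescence was read.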
# HCV inhibitor – blocks hepatitis C virus | Huh7.5.1 HCVcc-Cre infection, luciferase reporter, 44 h | Potency, µM (top dose mostly 41.8 µM), without a hit: top-dose activity change, negative = inhibition, hits mostly inhibitors | 3.4% of 340,000 active | AID 651820
#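 Reporter virus HCVcc-Cre (~0.5 moi) infects cells exposed to compound; seeding density 1,000 cells/well with 4 h settling beforehand. Luminescence, 15 sec read, taken 44 h post-infection following a 15 min RT substrate incubation.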
# Sm TGR inh – inhibitors of Schistosoma mansoni thioredoxin glutathione reductase; 3% of 360,000 active; Potency, µM (doses to about 114 µM), inactives show at the top dose activity change, negative = inhibition, hits mostly inhibitors; Q962Y6; purified TGR, DTNB reduction, TNB absorbance 405 nm; also: nearly all actives have a fitted effect of over 60% in size
#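 Kinetic colorimetric format: TGR-catalysed, NADPH-driven DTNB reduction monitored via TNB absorbance. Enzyme dispensed at 20 nM; compound exposure 15 min at room temperature before reaction start.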
# TbPYK inhibitor – inhibitors of Trypanosoma brucei pyruvate kinase; AID 624173; TbPYK enzyme, Kinase-Glo Plus ATP luminescence, 45 min; Q57TT1; 0.12% of 410,000 active; Potency, µM (doses to about 76.8 µM), without a hit: at the highest dose activity, negative = inhibition, hits mostly inhibitors; also: nearly all actives have a fitted effect of over 50% in size
#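 Quantitative HTS: titrated library compounds versus trypanosomal pyruvate kinase in TEA buffer (pH 7.2) containing KCl, MgCl2, BSA and Tween-20. Reactions were initiated with ADP, 130 uM final. Kinase-Glo Plus luminescence was read after 45 min at RT.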
# Pf growth 48h – inhibits P. falciparum growth in the first generation, 48 h. Potency, µM (top dose mostly 28.7 µM), for inactives: at the highest dose activity change, negative = inhibition, usual class: inhibitors. 5.9% of 310,000 active. P. falciparum luciferase growth in erythrocytes, 48 h
#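 Read-out is firefly luciferase luminescence from an integrated reporter in P. falciparum, so falling signal marks reduced parasite growth. Infected erythrocytes were at 2% hematocrit and 0.1% parasitemia (final) in Albumax-supplemented RPMI 1640.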
# LmPK inhibitor – inhibitors of Leishmania mexicana pyruvate kinase; purified LmPK, Kinase-Glo ATP luminescence, 1 h; 0.37% of 290,000 active; AID 1721; Q27686; Potency, µM (titrated, usually from 57.5 µM), without a hit: at the top dose activity change, negative = inhibition, usual class: inhibitors
# Target sequence (Q27686 whole entry, looked up): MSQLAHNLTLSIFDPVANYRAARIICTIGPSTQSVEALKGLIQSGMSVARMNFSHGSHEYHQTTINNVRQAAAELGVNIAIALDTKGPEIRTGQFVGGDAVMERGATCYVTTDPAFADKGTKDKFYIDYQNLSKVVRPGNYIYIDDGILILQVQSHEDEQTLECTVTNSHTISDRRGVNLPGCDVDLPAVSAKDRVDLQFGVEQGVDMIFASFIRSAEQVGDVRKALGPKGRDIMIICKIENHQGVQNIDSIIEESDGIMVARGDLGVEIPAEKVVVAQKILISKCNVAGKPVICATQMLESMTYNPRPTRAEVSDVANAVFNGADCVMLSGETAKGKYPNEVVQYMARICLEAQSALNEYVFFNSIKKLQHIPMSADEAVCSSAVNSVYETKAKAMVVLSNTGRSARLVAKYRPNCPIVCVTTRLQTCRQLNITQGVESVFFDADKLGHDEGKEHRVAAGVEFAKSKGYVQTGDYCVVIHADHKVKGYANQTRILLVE
#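 0.1 nM LmPK, 0.5 mM PEP, 0.1 mM ADP; 50 mM imidazole pH 7.2, 7 mM MgCl2, 50 mM KCl; 1 h RT. Kinase-Glo luminescence readout, normalized to no-enzyme (full inhibition) and uninhibited wells.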
# Numbers without * were called inactive; ? = inconclusive; / = not tested or not shown; & = joins results of further samples; [ ] = remark or other dose. Calls follow the shape of the dose curve; as a rule, active = well fitted curve in the direction sought with a large enough effect; inconclusive = small, poorly fitted or top-dose-only effect, or another doubt; inactive = no such curve, though single readings can be large; an effect the other way counts as inactive or inconclusive. % is scaled to controls: 0 for no effect and ±100 for the full control effect; potency is read from the fitted curve at half-maximal effect.
SMILES,Pf growth 96h,HCV inhibitor,Sm TGR inh,TbPYK inhibitor,Pf growth 48h,LmPK inhibitor
O=S(=O)(c1ccccc1)N1CCN(C/C=C/c2ccccc2)CC1,33%[activator],?,13%,3%,10%,2%
Cc1cc(C)cc(NC(=S)NCc2cccs2)c1,-1%,?,-21%,-15%,19%,3%
Cc1c(C(=O)O)c(=S)sn1CCOc1ccccc1,/,13%,-9%,-3%,-6%,0%
CCOc1ccc(S(=O)(=O)NCc2ccccc2Cl)cc1C(N)=O,40%[activator],-7%,-6%,5%,28%,-1%
CC1CCN(c2ccc(NC(=O)Cc3ccccc3)cc2)CC1,?,6%,0%,-11%,19%,8%
O=C(Cc1ccc(Cl)cc1)c1ccc(O)cc1,206%[activator],14%,0%,3%,74%[activator],-8%
COc1ccccc1Oc1c(C)oc2c(CN(C)C)c(O)ccc2c1=O,?,12%,-9%,1%,7%,-1%
CSc1ccc(/C=C/C(=O)NC(=O)c2ccccc2O)cc1,5%,3%,/,-3%,?,-11%
Cc1ccc(-n2c(C)cc(/C=N/NC(=O)c3ccc(CN4CCOCC4)cc3)c2C)cc1,?,10µM*,1%,-2%,?,4%
COC(=O)C1=C(c2ccc(F)cc2OCc2ccccc2)C[C@@H]2CC[C@H]1N2C(=O)NCC1CC1,?,2%,1%,-19%,10µM*,/
CCOc1ccc(C(=O)COC(=O)CC)cc1,?,7%,-26%,-6%,-14%,-16%
O=C(NC1CCCc2ccccc21)c1cncc(Br)c1 (centres undefined),?,-11%,1%,-5%,/,-5%
CCN(CC)C(=O)CNC(=O)c1nn(-c2ccc(OC)c(Cl)c2)c(=O)c2ccccc12,-21%,-11%,7%,5%,4.1µM*,1%
O=C(CNS(=O)(=O)c1ccc(F)cc1)N1CCN(c2ccccc2)CC1,16%,?,1%,1%,11%,3%
Cc1ccc(OCC(=O)NCCO)c(Br)c1,?,19%,36%,0%,128%[activator],5%
COc1ccc(CCNC(=O)c2c(C)nn(CC(C)C)c2Cl)cc1,?,-25%,2%,2%,-13%,-6%
Cc1c(C(=O)Nc2ccc(N3CCOCC3)cc2)cccc1[N+](=O)[O-],-1%,?,3%,-12%,-24%,0%
O=C(Nc1ccccn1)Nc1ccccc1[N+](=O)[O-],?,-21%,3%,-7%,67%[activator],-8%
CN(C)C(CNC(=O)CCCOc1ccccc1)c1ccco1 (centres undefined),/,-11%,-4%,-12%,25%,-3%
Cc1ccc2[nH]c3c(=O)n(CC(=O)NCc4ccco4)ncc3c2c1,-3%,6%,-16%&-4%,-4%&-2%,-8%,1%
CCCNC(=O)NCCc1c(C)[nH]c2ccccc12,?,0%,0%,0%,/,1%
COc1ccc(N2CCN(C(=O)CCC(=O)N3Cc4ccccc4Oc4ncccc43)CC2)cc1,?,?,-8%,-8%,?,1%
O=C(NCCCN1CCCCC1)c1ccc2c(c1)NC(=O)C(N1CCOCC1)S2 (centres undefined),64%[activator],13%,5%,-3%,3%,-4%
CCOC(=O)c1c(-c2ccc(C)cc2)csc1NC(=O)c1ccc(N2C(=O)CCC2=O)cc1,41%[activator],1%,-10%,-7%,13%,2%
CC(=O)NC(CC(=O)Nc1nc(-c2ccccc2)c(C(C)=O)s1)c1ccccc1 (centres undefined),4%,-5%,-3%,4%,-5%,-6%
CNC(=O)c1ccc(N(Cc2ccccc2)S(C)(=O)=O)cc1,/,16%,-3%,5%,-2%,-1%
Cc1nnn(-c2nonc2N)c1C(=O)N/N=C/c1ccccc1O,4%,5%,-11%,-1%,-20%,5%
Cc1[nH]n(-c2ccccc2)c(=O)c1C(=O)c1cccc(F)c1,-16%,?,/,3%,-1%,4%
CCSc1nc2ccccc2[nH]1,10%,4%&5%,0%&1%,-4%&-5%,17%,-9%&0%
COc1ccc(-c2cc(NCc3ccccn3)n3ncnc3n2)cc1,-5%,6%,-2%,-1%,?,0%
CC1CN(C(=O)COC(=O)c2ccc(Cl)c(S(=O)(=O)N3CCCCC3)c2)CC(C)O1 (centres undefined),-17%,-28%,-1%,16%,-5%,-1%
COC(=O)C1Cc2c([nH]c3ccccc23)CN1C(C)=O (centres undefined),-17%,-2%,?,-8%,-6%,6%
CCc1nc(SCc2ccc(Cl)cc2)n[nH]1,6%[5.75 µM],-26%,4%,7%,72%[activator],-1%
COc1ccccc1NC(=O)NC(=O)c1ccccc1,-9%,-3%,0%,-5%,201%[activator],-5%
CC(C)N1C(=O)NC2(c3ccccc3)N(C)C(=O)N(C)C12c1ccccc1 (centres undefined),-15%,16%,7%,1%,-15%,0%
O=C(NCc1ccc(-c2nc3ccccc3s2)cc1)c1cc2ccccc2o1,?,1%,3%,-6%,43%[activator],4%
CCC(=O)N(C)CCc1cc2c(c(OC)c1/C=N/NC(=O)[C@H]1C[C@@H]1c1ccccc1)OCO2,?,?,8%,2%,?,8%
O=C(NCCCCCCNC(=O)NCc1ccco1)NCc1ccco1,/,8%,-8%,/,16%,1%
COc1ccc(C(=O)N/N=C(\C)CC(=O)Nc2ccc3ccccc3c2)c(OC)c1,?,/,-1%,-10%,?,-1%
CCOC(=O)c1sc2nc(CN3CCCCC3)nc(Cl)c2c1C,?,14%,-4%,-15%,?,5%
O=C(O)c1cccc(Cn2c(Cl)c(/C=N/NC(=O)c3ccc(O)cc3)sc2=O)c1,10%,-2%,32µM*,-8%,3%,1%
COc1ccc(C(=O)NCc2ccc(-n3cccc3)cc2)cc1OC,?,?,-2%,0%,-14%,3%
COc1cccc(CC2(CO)CCN(Cc3cn(C)nc3C)CC2)c1,-1%,9%,70%[activator],4%,27%,1%
O=S(=O)(NCC(c1cccnc1)N1CCN(c2ccc(F)cc2)CC1)c1cccs1 (centres undefined),-30%,-1%&2%,-29%,2%,?,3%
N#Cc1c2n(cnc1=O)CCCCC2,6%,7%,2%,2%,14%,-3%
N#Cc1cc([N+](=O)[O-])cnc1NCC(O)CO (centres undefined),45%[activator],9%,-14%,-1%,7%,-2%
CCOc1ccc(CCNC(=O)COC(=O)c2ccc(Br)o2)cc1OCC,?,6%,-20%,2%,-19%,/
O=C(NCC1CCCCC1)c1cc([N+](=O)[O-])ccc1N1CCOCC1,-17%,3%,-1%,-2%,7%,7%
CC1(C)CC2CC(C)(CN2S(=O)(=O)c2ccc(C(=O)Nc3ccc(S(=O)(=O)N4CCOCC4)cc3)cc2)C1 (centres undefined),?,?,-1%,-12%,10µM*,3%
Cn1c(=O)c2c(ncn2CC(=O)N2CCOCC2)n(C)c1=O,/,8%,-24%,-3%,2%,-1%
CCOC(=O)c1cnc2c(F)ccc(F)c2c1Sc1ccccc1,?,6%,16µM*,-3%,-24%,2%
Cc1cc(C)c(OCC(=O)OCC(=O)N2c3ccccc3CC2C)c(C)c1 (centres undefined),38%[activator],-1%,1%,2%,8%,/
COc1ccc(N2CC(C(=O)Nc3ncccc3C)CC2=O)cc1 (centres undefined),?,13%,7%,-1%,1%,7%
COc1cccc(NC(=O)CSc2nc3ccsc3c(=O)n2-c2ccc(C(=O)O)cc2)c1,?,23%,5%,2%,-11%,0%[11.5 µM]
NS(=O)(=O)c1cccc(NC(=O)c2cncc(Br)c2)c1,44%[activator],8%,-10%,-4%,25%,6%
COc1ccc(CNC(=O)N2CCN(c3ccccc3)CC2)cc1,20%,4%,-4%,-4%,28%,6%
C/C(=N\Nc1nc(N)cc(Cl)n1)c1ccc(Cl)c(Cl)c1,-22%,11µM*,1%,8%,?,-3%
Cc1ccccc1NC(=O)Cn1nc(-c2ccccc2)nc1-c1ccccc1,195%[activator],0%,10%,-15%,66%[activator],1%
COc1ccc(CCNC(=O)c2cccn2C)cc1,?,11%,7%,-3%,?,-8%
CCn1c(=O)cc(OCC(=O)NCc2cccnc2)c2ccccc21,/,2%,0%,-7%,3%,3%

# New compounds follow
SMILES,Pf growth 96h,HCV inhibitor,Sm TGR inh,TbPYK inhibitor,Pf growth 48h,LmPK inhibitor
CCOC(=O)N1CCN(C(=O)CSc2nc(C)nc3c2c(=O)n(C)c(=O)n3C)CC1,?,?,3%,-2%,6%,8%
CCN(CC)CCCN1C(=O)C(=O)/C(=C(/O)c2ccc(C)cc2)C1c1ccccn1 (centres undefined),3.3µM*,3%,-5%,0%,6%,0%
O=C1CC(c2ccsc2)c2cc3c(cc2N1)OCCO3 (centres undefined),12µM*,?,1%,0%,?,-1%
CCN(CC(=O)Nc1ccc(NC(C)=O)cc1)C(=O)Cc1cccc2ccccc12,3%,26%,-2%,0%,1%,1%
Cc1ccc(N2CCN(S(=O)(=O)N3CCOCC3)CC2)cc1C,-24%,-13%,-2%,2%,19%,-1%
CC(OC(=O)c1cccn1C)C(=O)Nc1ccc2c(c1)OCO2 (centres undefined),-6%,5%,1%,-2%,9%,1%
CC1CCCCN1c1ccc(N)cc1C(N)=O (centres undefined),-6%,8%,?,3%,?,5%
CCOC(=O)c1sc(N(Cc2ccccc2)C(=O)CCl)nc1C,-17%,18µM*,25µM*,-11%,?,0%
NC(=O)[C@H]1O[C@@H](O)[C@H](O)[C@@H](O)[C@@H]1O,-29%,/,/,-5%,-10%,/
CCOc1ccc(NC(=O)Nc2nc3ccc(S(C)(=O)=O)cc3s2)cc1,?,0%,0%,-9%,-59%,4%
COc1cc(C(=O)NCCOc2ccc(Cl)cc2)ccc1OCc1c(C)noc1C,?,-25%,-1%,2%,?,/
CC(=O)[C@H]1CC[C@H]2[C@@H]3C=CC4=CC(=O)CC[C@@]4(C)[C@H]3CC[C@]12C,-20%[12.8 µM],/,/,2%[33.2 µM],-12%[12.8 µM],/
COC(=O)CSc1nnc(CNc2ccc(F)cc2)o1,-19%,12%,1%,-4%,15%,7%
c1cc(-c2nnc(-c3ccncc3)o2)ccn1,137%[activator],16%,8%,2%,/,-2%
Cc1ccc(C)c(NC(=S)NNC(=O)c2cc3c(s2)CCC(C)C3)c1 (centres undefined),-16%,11%,0%,-7%,19%,3%
CCOC(=O)NC(NCC(O)c1ccccc1)(C(F)(F)F)C(F)(F)F (centres undefined),0%,9%,8%,-10%,5%,1%
Cc1ccc(NC(=O)NC(=S)NC(=O)c2ccccc2)cc1,78%[activator],6%,-18%,-4%,54%[activator],8%

# Compound activity as filed in PubChem BioAssay.
